From PubChem
CaV13 FRET inh – Primary screen for inhibitors of IQ motif and Ca2+-dependent inactivation inhibitor domain binding in CACNA1D, Förster resonance energy transfer in living cells, …; HEK cells, CFP/YFP FRET ICDI-IQ, plate reader, 10 min; percent FRET-ratio fall versus neutral wells; inhibition, % at 12.3 µM; hit rate 0.098% among 340,000; AID 743397;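 active = mean replicate inhibition of at least 30% and at least 1% of replicates passing that level; inconclusive = only one of the two criteria is met; inactive = neither criterion is met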;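 note: 0% = median of the neutral control wells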
Exocytosis inh – LAMP-1 surface exposure blockers, TALL-104 cells – cell-based, flow cytometry, MLPCN library, primary screen; AID 651702, 2012; TALL-104 LAMP-1 surface exposure; cells stimulated with thapsigargin and PMA; hit rate 0.66% among 360,000; inhibition, % at 10 µM;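 active = inhibition above about 55%, limit read from the data; inconclusive = no clear call, values can overlap the other calls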
aDG glyco up – activators of alpha-DG glycosylation, primary screen, uHTS, Pro5-aDG cells, AlphaScreen | hit rate 0.22% among 360,000 | alpha-DG glycosylation AlphaScreen (IIH6); 0% Pro5, 100% B10-LARGE cell signal | activation, % at 10 µM;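 active = activation of at least 8% versus controls, or a plate z-score of at least 8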;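 note: Pro5 are CHO cells carrying HIG-tagged alpha-DG that lacks glycosylation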
N-glyco inh – increase of ERlucT glycosylation luciferase signal, primary screen, N-linked glycosylation inhibitor project, D54 ERlucT cells, luminescence, set 2. D54 ERlucT glycosylation luciferase reporter, 24 h; percent of 100 nM tunicamycin response. reporter increase, % at 12.5 µM. hit rate 0.23% among 360,000. AID 588692, 2011;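 active = mean luciferase reporter signal, scaled so untreated is 0 and the glycosylation-blocking control 100, at or above a set limit in every replicate; inconclusive = mean reaches the limit but not every replicate does; inactive = mean below the limit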;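 note: luciferase carries N-glycosylation sites so blocking glycosylation raises the light; 0% = median of neutral control wells and 100% = median of 100 nM tunicamycin wells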
Vif inh – HIV Vif self-association inhibitors, primary screen, imaging, HEK293T, single point | HEK293T cells, Vif self-association by quenched fluorescence, 24 h | hit rate 0.35% among 340,000 | inhibition, % at 7.49 µM; in the data active = inhibition above about 50%, passing the limit was not always enough; inconclusive = no clear call, values can overlap the other calls; inactive = below about 31%; note: some results filed as inactive read as strong as hits
ABCB6 inh 2 – ABCB6 transporter inhibitors, primary screen, K562-ABCB6 cells, flow cytometry, MLPCN library; ATP-binding cassette sub-family B member 6 (Homo sapiens), Q9NP58; K562-ABCB6 porphyrin accumulation, 1 h; stronger effect = lower value; fluorescence ratio to DMSO, % at 10 µM; hit rate 0.19% among 360,000; AID 602162, 2011;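 active = fluorescence ratio to DMSO below 75%, the collection mean minus 3 SD; inconclusive = too few cells collected in the well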;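 note: signal is porphyrin accumulated inside mitochondria; 100% equals median channel fluorescence of DMSO control wells; lower ratio means ABCB6 inhibition with less porphyrin fluorescence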
Target sequence (Q9NP58 whole entry, looked up): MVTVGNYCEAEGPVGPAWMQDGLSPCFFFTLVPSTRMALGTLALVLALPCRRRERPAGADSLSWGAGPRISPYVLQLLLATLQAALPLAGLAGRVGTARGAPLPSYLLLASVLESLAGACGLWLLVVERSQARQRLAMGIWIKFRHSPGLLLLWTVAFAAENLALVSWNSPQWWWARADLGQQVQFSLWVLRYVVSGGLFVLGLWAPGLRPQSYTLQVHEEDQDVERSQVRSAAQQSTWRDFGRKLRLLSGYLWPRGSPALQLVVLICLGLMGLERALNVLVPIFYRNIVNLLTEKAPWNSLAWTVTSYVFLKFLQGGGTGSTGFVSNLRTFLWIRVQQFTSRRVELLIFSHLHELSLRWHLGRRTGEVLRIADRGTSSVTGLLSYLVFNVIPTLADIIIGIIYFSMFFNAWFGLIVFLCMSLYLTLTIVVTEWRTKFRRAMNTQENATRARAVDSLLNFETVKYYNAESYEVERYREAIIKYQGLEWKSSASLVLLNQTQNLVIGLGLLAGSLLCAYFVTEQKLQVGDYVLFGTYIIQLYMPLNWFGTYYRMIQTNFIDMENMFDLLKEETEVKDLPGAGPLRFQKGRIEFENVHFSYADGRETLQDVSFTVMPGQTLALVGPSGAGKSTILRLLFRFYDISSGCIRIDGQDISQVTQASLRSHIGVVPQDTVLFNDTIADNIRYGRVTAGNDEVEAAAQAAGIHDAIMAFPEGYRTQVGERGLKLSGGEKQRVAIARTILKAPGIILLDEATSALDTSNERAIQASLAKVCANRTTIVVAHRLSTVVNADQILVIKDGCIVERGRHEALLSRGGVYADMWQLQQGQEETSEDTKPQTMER
Cardio protect – cardioprotection against H2O2-induced cell death, primary screen, uHTS, H9c2 cells, ATPLite luminescence | H9c2 cardiomyocytes, H2O2 injury protection, 2 h | protection from H2O2 cell death, % at 20 µM | hit rate 0.63% among 360,000 | AID 588492, 2011;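 active = compounds giving at least 50% protection of heart cells from peroxide-induced death in the single-dose screen, raw or plate-pattern-corrected value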;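 note: 0% = DMSO wells with peroxide and 100% = DMSO wells without peroxide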
PDI inh – inhibitors of human PDI, primary screen, biochemical, turbidity, single point, plate reader. PDI insulin aggregation turbidity, A650, 90 min. AID 588391, 2011. hit rate 0.052% among 350,000. inhibition, % at 10 µM;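 active = mean inhibition across replicates of 30% or more, whatever share of single replicates reach that level; inconclusive = mean inhibition below 30% while every single replicate reaches 30%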;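 note: absorbance from insulin aggregation driven by PDI reduction with DTT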
hiPSC survival – enhancers of single-cell hiPSC survival, primary screen, ATPlite luminescence. 100% = ROCK inhibitor wells, 0% = DMSO. hit rate 0.044% among 360,000. survival enhancement, % at 20 µM; in the data active = survival enhancement above about 18%;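 note: cells exposed to compounds for 16 hours before the ATP read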
HTR2A ag – mouse Htr2a agonists via beta-arrestin recruitment, primary screen, cell-based, luminescence; 5-hydroxytryptamine receptor 2A (Mus musculus), P35363; CHO-K1 mHTR2A beta-arrestin complementation; percent of 30 µM serotonin response; activation, % at 7.6 µM; hit rate 0.66% among 360,000;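 active = activation above a run cutoff, the mean activation of all tested compounds plus 3 SD, cut at about 14% in these data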;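 note: 0% = plate median of compound wells and 100% = 30 µM serotonin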
* marks the source's active call; other numbers are inactive results; ? = inconclusive; nt = no result given.

no.	compound	CaV13 FRET inh	Exocytosis inh	aDG glyco up	N-glyco inh	Vif inh
1	Cc1cc(=O)[nH]c(SCC(=O)O)c1C#N	-5.1	0.4	-0.3	2.2	10.3
2	CC1(C(=O)Nc2c(F)c(F)c(F)c(F)c2F)CC1(Br)Br (stereo unspecified)	-4.7	-0.7	-0.1	0.1	-2.4
3	Cc1c(CCO)c(=O)n(C)n1C(=O)c1ccc(F)cc1	-4.0	4.8	0.3	0.8	1.5
4	CC(C)c1ccc(NC(=O)c2ccc(-c3ccnn3C)c3ccoc23)cc1	nt	1.1	5.0	-1.9	-22.4
5	COc1ccc(C(=O)NC2CCCc3c2cnn3-c2ccccc2F)cc1OC (stereo unspecified)	-2.1	9.1	2.3	-1.9	-6.6
6	COc1cc(Cl)ccc1OCc1cc(C(=O)N(C)C2CCOC2)no1 (stereo unspecified)	-2.1	-1.5	-0.2	-1.4	-2.2
7	CC1CCN(C(=O)CSc2nnc(-c3cccnc3)n2C2CCCCC2)CC1	-7.5	-0.3	-0.2	0.7	1.3
8	O=C(NC1CCCCC1)C(c1ccc(Cl)cc1)N(C(=O)c1cnccn1)c1ccc2c(c1)OCO2 (stereo unspecified)	-5.2	-1.2	0.1	3.1	-4.5
9	Cc1ccc(NC(=O)CN2C(=O)NC3(CCCC3)C2=O)c(Cl)c1	-7.3	-2.6	-0.1	-0.5	-9.8
10	Cc1cc(N(CCO)CCO)ccc1C(c1ccc(N(CCO)CCO)cc1C)c1ccccc1Cl	-6.3	0.1	-0.5	5.6	9.5

no.	ABCB6 inh 2	Cardio protect	PDI inh	hiPSC survival	HTR2A ag
1	102.0	12.7	-1.7	1.3	-3.5
2	102.0	-3.7	4.0	0.8	0.0
3	94.0	-0.7	0.5	1.3	1.5
4	99.0	-6.6	3.3	-3.0	6.2
5	93.0	-14.4	-3.8	-0.3	-4.9
6	90.0	-1.7	9.9	-0.3	11.4
7	103.0	13.1	4.5	-2.3	-1.6
8	100.0	0.0	0.6	-0.9	0.0
9	101.0	0.4	2.9	1.7	6.4
10	94.0	-6.1	-3.4	1.0	0.3

Going on with the list:
no.	compound	CaV13 FRET inh	Exocytosis inh	aDG glyco up	N-glyco inh	Vif inh
11	CCOC1=C(C#N)CC2(CC1)c1ccccc1-c1ccccc12	-8.1	-12.8	0.0	-4.1	14.5
12	CS(=O)(=O)c1ccc2nc(NC(=O)Nc3ccc(Cl)cc3)sc2c1	-5.0	-0.1	0.1	-3.6	10.7
13	O=C1c2ccccc2C(=O)c2c1ncn2-c1ccccc1	-3.5	0.3	5.0	7.4	-11.1
14	O=C(CSc1nc(-c2cccs2)cc(C(F)(F)F)n1)NCCCn1ccnc1	-9.1	-0.7	0.2	-0.2	nt
15	CCc1cccc(OCC(=O)Nc2c[nH]c(=O)[nH]c2=O)c1	-3.1	0.5	-0.2	1.5	2.1
16	Cc1ccc2cc(CCNC(=O)c3c(-c4ccccc4Cl)noc3C)c(=O)[nH]c2c1	-7.5	-2.0	-0.1	-3.2	nt
17	CCc1nnc(NC(=O)Cn2c(=O)oc3ccccc32)s1	-4.9	1.2	-0.1	-0.5	-2.3
18	Cc1ccc(OCCC(=O)OCC(=O)c2c(N)n(C)c(=O)n(C)c2=O)cc1	-4.8	4.4	0.4	0.5	-4.5
19	O=C(NCc1cn2ccccc2n1)c1ccc2c(c1)OCO2	-5.6	0.3	-0.3	-0.2	15.0
20	CC(=O)c1ccc(-c2nc3ccccc3n2C)o1	-5.4	-3.8	0.0	0.5	6.8

no.	ABCB6 inh 2	Cardio protect	PDI inh	hiPSC survival	HTR2A ag
11	99.0	-2.1	3.4	-1.2	-3.4
12	100.0	-9.6	-19.3	-0.8	2.5
13	100.0	-12.1	-1.6	8.0	4.2
14	97.0	14.7	-0.9	5.3	1.2
15	103.0	-2.6	-0.8	0.7	-2.5
16	96.0	33.6	0.6	-0.2	-2.4
17	96.0	13.1	1.2	4.7	2.2
18	97.0	-3.6	7.0	-0.3	13.0
19	99.0	6.0	1.5	3.1	-3.1
20	92.0	-2.8	4.9	1.1	3.2

Pulled by structure from the list above, 5 records:
no.	compound	CaV13 FRET inh	Exocytosis inh	aDG glyco up	N-glyco inh	Vif inh
13	O=C1c2ccccc2C(=O)c2c1ncn2-c1ccccc1	-3.5	0.3	5.0	7.4	-11.1
18	Cc1ccc(OCCC(=O)OCC(=O)c2c(N)n(C)c(=O)n(C)c2=O)cc1	-4.8	4.4	0.4	0.5	-4.5
15	CCc1cccc(OCC(=O)Nc2c[nH]c(=O)[nH]c2=O)c1	-3.1	0.5	-0.2	1.5	2.1
14	O=C(CSc1nc(-c2cccs2)cc(C(F)(F)F)n1)NCCCn1ccnc1	-9.1	-0.7	0.2	-0.2	nt
20	CC(=O)c1ccc(-c2nc3ccccc3n2C)o1	-5.4	-3.8	0.0	0.5	6.8

no.	ABCB6 inh 2	Cardio protect	PDI inh	hiPSC survival	HTR2A ag
13	100.0	-12.1	-1.6	8.0	4.2
18	97.0	-3.6	7.0	-0.3	13.0
15	103.0	-2.6	-0.8	0.7	-2.5
14	97.0	14.7	-0.9	5.3	1.2
20	92.0	-2.8	4.9	1.1	3.2

The listing continues:
no.	compound	CaV13 FRET inh	Exocytosis inh	aDG glyco up	N-glyco inh	Vif inh
21	Cc1ccc(S(=O)(=O)N2CCN(CC(=O)N3CCOCC3)CC2)cc1	-1.8	-3.0	0.4	nt	nt
22	CC12CCC(C[N+](C)(C)C1)C2(C)C (stereo unspecified)	-5.8	2.0	0.1	4.8	1.2
23	CN1/C(=C\C(=O)COC(=O)c2ccc([N+](=O)[O-])o2)C(C)(C)c2ccccc21	-1.9	4.7	-0.1	0.7	-0.3
24	CC(=O)Nc1cccc(C(=O)Nc2cccc(S(=O)(=O)NCc3ccco3)c2)c1	-5.4	11.5	0.3	-0.3	-9.2
25	O=C(NCCOc1cccc(Cl)c1Cl)c1cc(-n2cnnc2)ccc1Cl	-7.3	-3.2	0.2	-1.1	18.5
26	Cc1ccccc1NC(=O)c1ccc2ccccc2c1	6.8	-1.6	0.1	1.3	-1.3
27	Clc1ccccc1-c1nc(-c2ccc(Br)o2)no1	-4.0	-1.1	-0.1	-12.4	1.2
28	CCCNC(=O)c1cc(C2CCCCN2C(=O)CCCc2ccccc2)on1 (stereo unspecified)	-7.0	-1.1	-0.1	0.0	?
29	CCCN(CCC)S(=O)(=O)c1ccc(C(=O)Nc2nnc(-c3cccc(OC)c3)o2)cc1	-3.0	-2.3	2.9	-6.1	-3.3
30	COc1ccc(C2=NN(C(=O)CSc3nnc(C)c(=O)n3N)C(c3ccco3)C2)cc1 (stereo unspecified)	0.7	-4.8	-0.1	-0.8	5.9

no.	ABCB6 inh 2	Cardio protect	PDI inh	hiPSC survival	HTR2A ag
21	102.0	-3.0	-9.9	-0.5	0.9
22	98.0	3.5	4.5	0.4	-0.9
23	107.0	-6.3	-0.8	1.4	2.3
24	85.0	-1.9	-0.7	-0.1	-4.2
25	92.0	3.4	8.7	2.0	2.0
26	101.0	-6.6	-9.1	-0.5	-7.8
27	105.0	-7.0	-5.9	0.7	-1.7
28	91.0	-2.9	-3.3	0.2	-4.6
29	96.0	31.0	-5.9	3.4	-0.1
30	88.0	-1.7	-9.3	-0.3	4.5

(listing goes on)
no.	compound	CaV13 FRET inh	Exocytosis inh	aDG glyco up	N-glyco inh	Vif inh
31	CCCn1c(N)c(C(=O)CSc2nc3ncc(Cl)cc3[nH]2)c(=O)[nH]c1=O	-5.2	3.6	1.2	1.3	0.5
32	CC1(CN2CCCC2)CCC(NC(=O)C(c2ccccc2)c2ccccc2)C(C)(C)O1 (stereo unspecified)	-4.2	-4.1	0.0	0.3	-1.6
33	CNc1ccc(C(=O)OCC(=O)NCc2ccc3c(c2)OCO3)cc1[N+](=O)[O-]	-4.6	12.7	-0.3	-0.5	-2.9
34	COc1ccc2[nH]c(=O)c(C(c3nnnn3C(C)(C)C)N(Cc3ccco3)CC3CCCO3)cc2c1 (stereo unspecified)	-8.4	-3.9	0.6	-4.6	0.6
35	Cc1ccc(-c2ccc(CN3C(C)C(=O)N(Cc4cn(CC5CCCCC5)nn4)CCS3(=O)=O)cc2)cc1 (stereo unspecified)	-3.6	22.2	-0.5	-4.1	6.7
36	CCc1nc(CN2CCCC(C(=O)Nc3ccc(-c4cccc(OC)c4)cc3)C2)c(C)[nH]1 (stereo unspecified)	-3.7	12.2	0.1	0.0	nt
37	CC(NC(=O)C12CC3CC(CC(C3)C1)C2)c1ccc(F)cc1 (stereo unspecified)	-1.8	14.2	0.0	-0.6	17.0
38	COc1ccc(S(=O)(=O)N(C)C[C@H]2Oc3c(cccc3N(C)C)C(=O)N([C@H](C)CO)C[C@@H]2C)cc1	-2.9	-1.8	0.4	-0.6	4.2
39	C=CCSc1nnc(NC(=O)C2CC(=O)N(c3ccc4c(c3)OCCO4)C2)s1 (stereo unspecified)	-4.9	-1.1	0.1	1.9	-9.3
40	N#Cc1ccc(Nc2nc(NCc3ccccc3)nc3ccsc23)cc1	-4.4	-3.3	0.3	-11.2	-6.7
41	CC/C(=N/N=C(\CC)c1ccccc1)c1ccccc1	-2.8	-0.7	-0.1	4.0	4.5
42	Cc1nn(-c2ccccc2)c(C)c1C(=O)OCC(=O)N1c2ccccc2NC(=O)C1(C)C	-5.2	-1.6	-0.5	-5.5	28.8

no.	ABCB6 inh 2	Cardio protect	PDI inh	hiPSC survival	HTR2A ag
31	102.0	8.8	18.0	3.2	3.4
32	96.0	-2.1	4.0	-1.8	-4.7
33	93.0	8.5	-5.6	-0.1	-0.7
34	100.0	5.5	-4.2	1.5	12.2
35	104.0	-15.1	-1.0	5.6	7.9
36	95.0	5.1	-2.9	-2.2	-7.6
37	96.0	0.7	4.3	1.8	6.8
38	103.0	-0.3	-1.6	-0.9	3.0
39	80.0	-2.1	-10.4	-0.4	-7.1
40	97.0	-14.0	-0.6	-1.4	-3.9
41	99.0	2.9	-1.6	-2.0	5.0
42	95.0	99.2*	-5.1	3.2	-5.6

An unsorted share of the library; 3.1% or so of the library scored in one or more.
